NR1D1 modulator: modulates human Rev-erb alpha binding to DNA | Rev-erbα–FITC-DNA binding, fluorescence polarization, 90 min | AID 1259318 | hit rate 0.79% among 370,000 | activity, % at 10 µM | P20393;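 active = activity above about 14%, limit read from the data; passing the limit was not always enough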;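 note: 0% = DMSO wells with 35 nM protein and 100% = DMSO wells with 750 nM protein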
Target sequence (P20393 whole entry, looked up): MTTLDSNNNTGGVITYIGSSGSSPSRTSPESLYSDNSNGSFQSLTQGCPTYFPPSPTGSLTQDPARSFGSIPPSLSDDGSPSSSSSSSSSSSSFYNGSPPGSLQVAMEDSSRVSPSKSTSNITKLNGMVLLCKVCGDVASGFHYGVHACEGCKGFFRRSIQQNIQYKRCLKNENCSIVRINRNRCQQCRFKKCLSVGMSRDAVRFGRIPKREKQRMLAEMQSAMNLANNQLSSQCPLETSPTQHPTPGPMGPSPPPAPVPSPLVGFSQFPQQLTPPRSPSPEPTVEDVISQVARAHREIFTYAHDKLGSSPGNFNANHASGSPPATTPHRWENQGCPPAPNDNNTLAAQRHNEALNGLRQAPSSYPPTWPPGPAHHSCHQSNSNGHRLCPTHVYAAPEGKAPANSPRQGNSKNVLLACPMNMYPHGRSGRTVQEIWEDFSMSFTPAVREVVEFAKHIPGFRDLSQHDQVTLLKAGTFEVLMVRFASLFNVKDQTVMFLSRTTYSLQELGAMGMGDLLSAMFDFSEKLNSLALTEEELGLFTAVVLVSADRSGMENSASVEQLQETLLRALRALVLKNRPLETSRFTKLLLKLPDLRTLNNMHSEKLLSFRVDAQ
SMARCA2 act: SMARCA2 function activation, primary screen | MG213 cells, MMTV-luciferase reporter, dexamethasone, overnight | activation, % at 9.1 µM | hit rate 1% among 370,000 | AID 652017; in the data active = activation above about 7.8%;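 note: 0% = vehicle wells and 100% = reference activator wells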
PLC-beta3 inh: inhibitors of human phospholipase C beta3; inhibition, % at 12.2 µM; AID 720704; hit rate 0.18% among 370,000; Q01970; Purified PLC-beta3, fluorogenic substrate, fluorescence; in the data active = inhibition above about 11%;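 note: 0% = median of compound wells on plate and 100% = full blocker control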
DAX1 inh-1: DAX1 (NR0B1) inhibition, primary screen | AID 652010 | hit rate 1.1% among 370,000 | inhibition, % at 6.8 µM | HEK293T StAR-luciferase reporter, SF-1/DAX-1 repression relief;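 active = inhibition above the mean over all tested compounds plus 3 SD, cut at about 3.6% in these data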;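 note: 0% = DAX-1 cells with DMSO and 100% = cells lacking DAX-1 with DMSO; higher inhibition means more luminescence from relief of DAX-1 repression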
hgDAF12 agonist: activates the H. glycines DAF-12 receptor ligand-binding domain; HEK293 GAL4-hgDAF12 UAS-luciferase reporter, agonist luminescence; normalized to butyrate control; AID 687014; hit rate 1.8% among 370,000; activation, % at 6.8 µM;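 active = activation above a cutoff set at the mean of all screened compounds plus 3 SD, cut at about 10% in these data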;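 note: 0% = DMSO wells and 100% = sodium butyrate wells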
ssDAF-12 act: activates DAF-12 receptor from parasite S. stercoralis; AID 652126; hit rate 1% among 370,000; activation, % at 6.8 µM; HEK293 ssDAF-12/GRIP1 lit1-tk-luc reporter, luminescence; % of 3 µM dafachronic acid response;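 active = activation above the mean over all tested compounds plus 3 SD, cut at about 0.9% in these data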;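 note: 0% = DMSO-only wells and 100% = 3 µM delta7-dafachronic acid wells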
sPLA2-III inh: Blocks human group III sPLA2 activity. Q9NZ20. QFRET BODIPY PC-A2 liposome hydrolysis, fluorescence. inhibition, % at 12.2 µM. hit rate 0.56% among 370,000;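 active = inhibition above mean plus 3 SD of compounds lying within the high and low control bounds, cut at about 19% in these data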;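 note: 0% = median of test compound wells and 100% = no enzyme DMSO wells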
DAX1 inh-2: inhibitors of human orphan nuclear receptor DAX1 (NR0B1). hit rate 0.99% among 340,000. AID 504766. HEK293 Gal4-DAX1 luciferase reporter, luminescence. P51843. inhibition, % at 6.75 µM;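 active = inhibition above the mean over all tested compounds plus 3 SD, cut at about 4.2% in these data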;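 note: 0% = DAX1-transfected cells with DMSO and 100% = empty-vector control cells with DMSO; inhibition shows as a rise in luminescence from relieved DAX1 repression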
Target sequence (P51843 207-470 limits assumed): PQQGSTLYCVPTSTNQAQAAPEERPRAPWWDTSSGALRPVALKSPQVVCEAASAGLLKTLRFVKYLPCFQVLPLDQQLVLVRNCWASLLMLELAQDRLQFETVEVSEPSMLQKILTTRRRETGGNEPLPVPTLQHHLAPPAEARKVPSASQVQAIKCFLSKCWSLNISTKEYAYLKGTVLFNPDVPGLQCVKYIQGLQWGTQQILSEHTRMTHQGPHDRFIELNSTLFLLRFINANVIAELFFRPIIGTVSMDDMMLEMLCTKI
PG9 binder: small molecules binding HIV-1 gp120 antibody PG9; TR-FRET gp120-PG9 antibody binding; inhibition, % at 6.7 µM; hit rate 0.43% among 360,000; in the data active = inhibition above about 8.5%
GAA850 FXN act: activators of GAA850 frataxin (FXN) promoter; HEK293 lucGAA850 FXN promoter luciferase reporter, 24 h; percent of 10 µM SAHA response; activation, % at 6 µM; hit rate 0.56% among 360,000;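 active = activation above the average of all compounds screened plus 3 SD, cutoff fixed separately per campaign, cut at about 7.5% in these data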;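 note: 0% = DMSO wells and 100% = 10 µM SAHA wells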
hcDAF-12 act: H. contortus DAF-12 activation, primary screen. hit rate 1.4% among 370,000. HEK293 hcDAF-12 lit1-tk-luc reporter, luminescence; 0% DMSO, 100% Δ7-dafachronic acid. activation, % at 6.8 µM;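 active = activation above the mean of all tested compounds plus 3 SD, cut at about 5.5% in these data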;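 note: 100% = response to 3 µM Δ7-dafachronic acid high control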
* hit, by the source's call; . = no result given. No enrichment for hits; 7% or so of the library scored in one or more.

structure	sPLA2-III inh	hcDAF-12 act	ssDAF-12 act	DAX1 inh-2	NR1D1 modulator	PLC-beta3 inh	SMARCA2 act	PG9 binder	DAX1 inh-1	hgDAF12 agonist	GAA850 FXN act
CC(=O)N1CCc2cc(S(=O)(=O)NCCC(=O)N(C)Cc3ccccc3F)ccc21	6	-3.3	-1.1	.	2	-5	-4	.	-0.3	-3.4	.
Cc1nn(S(=O)(=O)c2ccc([N+](=O)[O-])cc2)c(C)c1Sc1ccccc1	6	-0.2	-0.7	0.3	2	2	2	-0.6	-0.3	0.4	-0.5
CC(C)(C)c1nc(Sc2ccc([N+](=O)[O-])cn2)n[nH]1	1	-1.1	-1.6	2.2	0	-1	-4	0.4	-0.3	-1.3	1.4
CC1(C(=O)Nc2ccc(S(=O)(=O)Nc3ncccn3)cc2)CCCC1	6	-1.4	0.6	-0.7	-5	6	4	0.7	1.6	-1.1	-0.6
Cn1c(/C(C#N)=C/c2ccc(O)cc2)nc2ccccc21	-4	0.0	1.2*	5.5*	7	-20	6	-1.7	0.8	7.5	3.5
O=C(NNC(=O)c1cccs1)Nc1cccc(Cl)c1	-2	-1.2	-0.8	-0.6	2	1	-2	0.1	0.0	-0.9	0.3
O=C(O)c1cccc2c1/C(=N/O)c1ccccc1-2	-23	0.9	-1.3	3.6	10	-29	-1	-2.6	0.0	1.2	-0.4
COc1ccc(CN2CCC2(C)C(=O)NCCNC(C)=O)c2ccccc12 (stereo not drawn)	-6	-2.7	-1.4	.	-4	3	0	-0.5	0.4	0.8	2.4
N/C(=N/OC(=O)c1ccc(Cl)cc1)c1ncc([N+](=O)[O-])s1	-1	0.2	-1.1	.	-1	-8	1	-3.3	0.1	0.0	1.4
CC(=O)Nc1cccc(C(=O)OCCCOc2ccc(F)cc2)c1	-15	0.6	-0.2	-0.3	4	-4	2	0.1	0.4	4.9	6.5
Cc1ccc(NC(=O)CSc2nc(O)cc(=O)n2-c2ccc(C)cc2)cc1	7	1.4	-1.0	0.1	-1	-6	-1	0.2	2.9	-0.2	-0.3
Cc1ccc(NC(=O)CCSc2ccccn2)cc1	7	2.5	0.1	4.2*	0	4	0	-0.4	4.4*	11*	3.4
CC(=O)N1CCN(S(=O)(=O)c2cccc(C(=O)NC3CCC(C)CC3)c2)CC1 (stereo not drawn)	-2	-1.0	-0.9	0.5	2	-5	-1	-1.2	0.8	0.0	2.0
O=C1NC(Cc2ccccc2)C(=O)N1Cc1cc([N+](=O)[O-])cc2c1OCOC2 (stereo not drawn)	2	-2.4	-1.3	-0.6	1	-4	3	-0.5	-0.4	2.3	-0.2
COc1ccc(Nc2nnc(SCC(=O)Nc3ccc4[nH]c(=O)[nH]c4c3)s2)cc1	3	0.4	-1.4	0.1	0	-8	3	-0.6	-0.4	1.1	-3.2
CCCCn1c(N)c(N(CCOC)C(=O)c2nn(CC)c(=O)c3ccccc23)c(=O)[nH]c1=O	2	-0.1	-0.9	0.5	-2	-16	3	-1.4	2.6	0.1	1.3
CCn1cc(/C=N\NC(=O)Cc2ccc(Cl)cc2)cn1	-2	-2.3	-1.1	1.8	0	1	-2	-0.7	0.0	-0.8	1.6
O=C(NCCO)Nc1ccc(Cl)cc1	-2	-1.2	-1.9	2.0	-3	-4	3	-2.4	-0.8	0.7	1.2
Cc1ccc(S(=O)(=O)NNC(=O)c2csnn2)cc1	13	-3.2	-0.3	1.3	8	3	-1	-1.2	0.3	1.1	3.2
CC(C)CC1C(=O)N(Cc2cn(Cc3ccco3)nn2)CCS(=O)(=O)N1Cc1ccc(-c2cccc(CO)c2)cc1 (stereo not drawn)	-35	1.0	-0.6	-0.2	3	-3	-2	0.8	0.9	-0.5	-2.8
COc1ccc(C2CC(C(F)(F)F)n3ncc(C(=O)Nc4c(C)n(C)n(-c5ccccc5)c4=O)c3N2)cc1 (stereo not drawn)	5	-0.1	-0.6	0.9	2	1	0	-1.8	0.6	1.4	2.4
Cc1cccc(C)c1NC(=O)c1ccc(-n2cncn2)nc1	3	1.9	-0.9	0.4	7	-3	-1	4.1	0.4	-0.1	2.1
COc1ccccc1NC(=O)COc1ccc2c(c1)OCO2	-2	3.7	-1.3	0.8	2	-7	2	-1.6	3.2	3.6	0.7
CC1CN(C(c2ccco2)c2sc3ncnn3c2O)CC(C)O1 (stereo not drawn)	-2	-0.3	0.1	0.1	4	-9	3	-2.0	2.0	-0.3	-1.5
O=c1onc(-c2ccccc2)n1Cc1ccc([N+](=O)[O-])cc1	11	0.9	-0.4	-0.5	1	0	-4	0.7	-1.2	-0.8	-1.4
Cc1cc(NS(=O)(=O)c2cc(Cl)sc2Cl)no1	-4	-0.7	-1.4	-0.7	-5	1	-1	-0.5	0.5	1.6	1.3
CC(Oc1ccccc1)C(=O)NCc1cccnc1 (stereo not drawn)	3	-0.2	0.5	1.9	4	2	2	-0.7	0.0	-1.5	1.3
Cc1cccc(NC(=O)CSc2nnc(CNC(=O)c3cccs3)o2)c1C	1	-0.6	-1.4	0.3	2	4	-3	-1.5	-0.8	-1.6	0.6
O=C(/C=C/c1ccc(OCCCF)cc1)N1CCN(Cc2ccccc2)CC1	-12	-3.3	-1.4	-0.7	-2	-3	-3	-1.9	-0.1	-0.7	1.9
CCC1Oc2ccccc2N(CC(=O)NC2CCCCC2)C1=O (stereo not drawn)	6	-1.0	0.1	0.9	-3	-5	-4	-0.2	-0.4	1.5	-0.9
COC(=O)c1cc2oc(C)cc2n1CC(=O)N(C)c1ccccc1	-15	2.1	-1.9	-0.9	-3	1	2	-1.8	-1.5	-1.3	0.9
N#Cc1nc(COc2ccc(F)cc2)oc1N1CCCC1	2	-2.5	-0.8	0.3	0	1	-2	-2.0	0.4	-0.6	-0.3
Cc1ccc(N(C(=O)CCC(=O)Nc2cc(C)on2)C(C(=O)NC2CCCC2)c2ccncc2)cc1 (stereo not drawn)	-2	-0.9	-1.1	1.0	-3	4	-6	-1.2	-0.4	0.0	-0.4
COc1ccc(C2=C(C#N)C(=O)OC2)cc1	-4	-0.5	-1.7	1.3	2	-16	-1	-0.5	-0.7	2.0	-2.5
CC1=C(C(=O)N(C)C)CC(CC(=O)NCCN2CCOCC2)C(=O)N1Cc1ccc(C(C)(C)C)cc1 (stereo not drawn)	7	1.3	-1.5	0.6	-7	-4	-1	-0.7	0.6	-1.2	0.4
CCCCC(NC(=O)c1cccc(Br)c1)C(=O)O (stereo not drawn)	10	0.3	-1.0	1.1	4	-1	-5	0.2	0.4	0.3	-0.4
COC(=O)[C@@]12CCCCN1[C@H](c1ccc(-c3ccc(F)cc3)cc1)[C@@H]1C(=O)N(C)C(=O)[C@@H]12	-3	-0.7	-1.6	0.1	-2	0	0	0.7	-0.2	-1.1	-0.4
CCOC(=O)N1CCC(N2CCN(S(=O)(=O)c3ccc([N+](=O)[O-])cc3)CC2)CC1	-2	-2.5	-1.8	-0.6	6	-5	-2	-1.3	-0.7	-1.9	0.4
COc1ccc(-n2c(SCC(N)=O)nnc2-c2cccnc2)cc1	2	-1.8	-1.0	1.2	1	0	2	-0.3	1.3	-0.8	1.3
O=C(O)C1CCCN(S(=O)(=O)c2ccc(-c3ccc(=O)[nH]n3)s2)C1 (stereo not drawn)	5	2.4	-1.2	-0.3	-4	-7	-2	0.7	-0.1	2.9	0.7

Fetched by compound from the list above, 2 records:
structure	sPLA2-III inh	hcDAF-12 act	ssDAF-12 act	DAX1 inh-2	NR1D1 modulator	PLC-beta3 inh	SMARCA2 act	PG9 binder	DAX1 inh-1	hgDAF12 agonist	GAA850 FXN act
CC(=O)Nc1cccc(C(=O)OCCCOc2ccc(F)cc2)c1	-15	0.6	-0.2	-0.3	4	-4	2	0.1	0.4	4.9	6.5
Cc1nn(S(=O)(=O)c2ccc([N+](=O)[O-])cc2)c(C)c1Sc1ccccc1	6	-0.2	-0.7	0.3	2	2	2	-0.6	-0.3	0.4	-0.5

Following part.
structure	sPLA2-III inh	hcDAF-12 act	ssDAF-12 act	DAX1 inh-2	NR1D1 modulator	PLC-beta3 inh	SMARCA2 act	PG9 binder	DAX1 inh-1	hgDAF12 agonist	GAA850 FXN act
NC(=O)CSc1nnc(Cc2csc(Nc3ccccc3)n2)n1Cc1ccccc1	7	-3.1	-1.4	-1.0	-6	-5	-3	-0.3	-0.3	0.3	2.6
O=C(COC(=O)COc1ccccc1)Nc1ccc(Br)cc1Br	4	1.2	-1.2	1.3	-3	-5	-4	0.5	-0.1	-1.0	-0.3
COc1ccc(S(=O)(=O)Oc2ccccc2C(N)=O)cc1	-1	-0.8	-1.1	1.5	3	5	-2	-1.8	-1.1	-0.2	0.2
COCCN1CSC(=S)N(Cc2ccco2)C1	-2	-0.8	-2.1	1.3	3	-1	2	0.2	-0.5	1.4	-5.0
CN(c1ccccc1)S(=O)(=O)c1cccc(NC(=O)c2cc3ccccc3oc2=O)c1	-3	5.2	0.6	2.4	7	2	12*	-1.4	1.8	16*	4.8
Cc1cc(C)c(C(=O)COC(=O)Cn2nc(-c3ccccc3)oc2=O)cc1C	10	1.0	-0.8	0.9	-9	-8	-3	1.1	-0.5	0.8	-0.6
Cc1cccc(-c2nc(CS(=O)CC(=O)NCCc3ccc(Cl)cc3)c(C)o2)c1 (stereo not drawn)	-16	-0.3	-0.9	0.1	-5	-7	-3	0.9	-0.5	0.8	2.2
O=C(N/N=C/c1ccoc1)c1ccc(Cl)cc1	-1	-1.0	-1.0	-0.3	2	-6	1	0.4	1.6	-1.8	-0.7
N#Cc1cc2c(nc1SCc1cccnc1)CCCC2	1	-2.7	-1.3	1.3	1	0	6	-0.7	0.3	-1.1	1.7
O=C(COC(=O)c1ccc2ncsc2c1)Nc1ccccc1Cl	3	2.9	-1.8	0.3	4	-10	0	4.2	0.9	8.2	0.8
COc1cccc(CC(O)CC2c3c(cc4c(c3OC)OCO4)CCN2C)c1 (stereo not drawn)	-2	-0.8	-0.8	-1.3	0	-8	0	-0.5	-0.4	1.3	-2.6
COc1ccc(N=C2SCC(c3ccc([N+](=O)[O-])cc3)=NN2CCO)cc1	-1	-1.4	-1.9	-1.9	-2	-3	-6	-0.6	0.1	-2.1	0.0
CCOc1ccc(/C=N/NC(=S)NC2CC3CC2C2C=CCC32)cc1 (stereo not drawn)	4	-0.9	-1.0	.	3	-7	-3	-0.3	0.3	-0.8	0.6
O=C(CSc1ccc(F)cc1)Nc1ccccc1N1CCOCC1	9	-1.4	-1.5	0.2	-4	0	-2	-2.7	0.1	-2.6	1.0
O=C(/C=C/c1ccccc1)c1ccccn1	-9	0.3	-0.8	0.8	0	-52	0	1.3	1.0	3.8	2.1
COc1ccc(/C(C)=N/NC(=O)c2nnn(-c3nonc3N)c2-c2cccs2)cc1OC	2	-2.1	-1.2	-0.4	-1	-6	-4	0.8	0.8	1.2	1.5
CC(=O)Nc1sc2c(c1C(c1ccncc1)N1CCOCC1)CCCC2 (stereo not drawn)	9	-1.2	-1.4	-0.3	0	-3	-4	-0.2	-0.6	-0.4	1.6

From PubChem BioAssay
